# High-throughput results (PubChem)
# TIM10 inh = growth inhibitors of TIM10 yeast strain | S. cerevisiae TIM10 strain growth, BacTiter-Glo luminescence, 24 h | inhibition, % at 10 µM | actives 1.4% (n = 330,000);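 active means inhibition of 40% or more at the single tested concentration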;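 further: wild-type TIM10 isogenic control strain grown at permissive 25 °C; 0% = DMSO yeast wells and 100% = minimal medium wells without yeast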
# NLRP3 yeast inh = NALP3 inhibition in yeast. Yeast reconstituted NLRP3/ASC/caspase-1, beta-gal luminescence, 24 h. inhibition, % at 10 µM. actives 0.39% (n = 330,000). AID 2825;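 active means inhibition of 50% or more; inactive means inhibition below 50%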;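 further: plate controls were induced DMSO wells for no effect and uninduced yeast grown without galactose for full effect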
# UPR CHOP act = apoptotic UPR (CHOP) activation. CHO-CHOP luciferase reporter, luminescence; percent of tunicamycin response over DMSO baseline. actives 0.34% (n = 330,000). activation, % at 10 µM;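 active means at 10 µM dose, activation of 40% or more, normalized to positive control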;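 further: 100% = tunicamycin at 10 µg/mL and 0% = DMSO alone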
#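 measured by = luciferase luminescence | assay system = CHO-CHOP cells, stable luciferase reporter of PERK-eIF2a-CHOP signalling | amount = 500 reporter cells seeded per well | timing = 6 h compound exposure at 37 °C after overnight seeding | controls = positive tunicamycin 10 µg/mL, negative DMSO alone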
# UPR XBP1 act = adaptive UPR (XBP1) activation; CHO-XBP1 luciferase reporter, IRE1-XBP1 UPR activation, luminescence; percent of tunicamycin response, DMSO as zero; activation, % at 20 µM; actives 0.33% (n = 330,000); AID 463104;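 active means versus positive control, 20 µM dose yields 30% or more activation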;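 further: 100% = tunicamycin at 10 µg/mL and 0% = DMSO only wells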
#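 Material: CHO-XBP1 cells stably carrying IRE1-XBP1-driven luciferase reporter / Amount: 1000 cells per well / Compound: 20 µM, 1% DMSO / Times: 6 h treatment, 37 °C / Detection: luciferase luminescence / Measure: % activation of reporter signal versus tunicamycin and DMSO controls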
# tim23-1 inh = tim23-1 yeast growth inhibition; AID 463212; actives 1.3% (n = 330,000); S. cerevisiae tim23-1 growth, BacTiter-Glo luminescence, 24 h; inhibition, % at 20 µM;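 active means growth inhibition of the mutant yeast at or above 50%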;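 further: temperature-sensitive mutant grown at 25 °C; plate controls were DMSO-treated mutant yeast for no effect and medium wells lacking yeast for full effect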
# Mdm2 MdmX PPI = human Mdm2/MdmX binding inhibition; SaOS-2 split-luciferase Mdm2/MdmX complementation, luminescence; inhibition, % at 8 µM; actives 3% (n = 330,000); O15151+Q00987;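 active means inhibition of at least 50% at 8 µM in the primary screen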
# NR3A LBD binder = modulates the human NR3A ligand-binding domain | actives 2.5% (n = 340,000) | NR3A LBD differential scanning fluorimetry, Tm shift; 0% = protein alone, 100% = glycine-bound protein | Tm shift relative to glycine control, % at 25 µM;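 active means melting temperature shift of at least 10% of the positive control shift, at one fixed dose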
# APJ ag = agonists of human APJ apelin receptor | P35414 | CHO-K1 APJ PathHunter beta-arrestin, luminescence; 0% DMSO wells, 100% apelin | activation, % at 20 µM | actives 0.11% (n = 330,000);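 active means activation more than six SD over the plate average, tested at 20 µM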;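 further: 0% = DMSO alone and 100% = apelin-13 at 10 nM; some results filed as inactive read as strong as hits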
# Target sequence (P35414 whole entry, looked up): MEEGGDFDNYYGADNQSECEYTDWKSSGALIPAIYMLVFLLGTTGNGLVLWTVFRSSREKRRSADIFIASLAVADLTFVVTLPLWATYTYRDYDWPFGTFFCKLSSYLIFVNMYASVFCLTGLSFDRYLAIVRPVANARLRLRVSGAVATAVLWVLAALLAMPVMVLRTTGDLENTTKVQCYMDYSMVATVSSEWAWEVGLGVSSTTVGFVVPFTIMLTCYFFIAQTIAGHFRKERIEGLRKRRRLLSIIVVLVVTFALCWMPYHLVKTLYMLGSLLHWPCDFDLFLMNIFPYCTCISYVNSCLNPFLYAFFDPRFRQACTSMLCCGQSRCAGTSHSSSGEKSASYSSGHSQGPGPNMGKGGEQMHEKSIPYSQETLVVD
#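 Test system – PathHunter CHO-K1 APJ (AGTRL-1) beta-arrestin reporter cells · Input – 1000 cells/well · Compound – single test compound dose, 20 µM final, 1% DMSO · Times – compound stimulation 90 min at 25 °C, detection 60 min · Technique – beta-gal luminescence · Read-out basis – APJ–arrestin association signal · Control set – negative DMSO alone, positive Apelin-13 at 10 nM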
# tim10-1 inh = growth inhibitors of tim10-1 mutant yeast; AID 463190; S. cerevisiae tim10-1 ts strain growth, BacTiter-Glo, 24 h; inhibition, % at 20 µM; actives 2.2% (n = 330,000);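 active means inhibition of at least 40%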;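 further: mutant grown at 25 °C; 0% = DMSO wells with yeast and 100% = wells holding no yeast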
# Active calls of the source: *; / = no result given; & = joins results of further samples.
# A first look (2 entries):
SMILES,TIM10 inh,NLRP3 yeast inh,UPR CHOP act,UPR XBP1 act,tim23-1 inh,Mdm2 MdmX PPI,NR3A LBD binder,APJ ag,tim10-1 inh
CC(C)CCn1c(=O)c(C(=O)Nc2ccccc2S(N)(=O)=O)c(O)c2ccccc21,-15,18,17,6,-18,42,5,-2,5
CC(=NCc1cccnc1)c1c(O)n(-c2ccc(C)cc2)c(=O)[nH]c1=O,-2,26,0.4,-2,7,-1,0,-1,-1

# This part in full, previewed entries included:
SMILES,TIM10 inh,NLRP3 yeast inh,UPR CHOP act,UPR XBP1 act,tim23-1 inh,Mdm2 MdmX PPI,NR3A LBD binder,APJ ag,tim10-1 inh
CC(C)CCn1c(=O)c(C(=O)Nc2ccccc2S(N)(=O)=O)c(O)c2ccccc21,-15,18,17,6,-18,42,5,-2,5
CC(=NCc1cccnc1)c1c(O)n(-c2ccc(C)cc2)c(=O)[nH]c1=O,-2,26,0.4,-2,7,-1,0,-1,-1
N/C(=N\[N+](=O)[O-])NCCCC(NC(=O)CNC(=O)c1ccccc1)C(=O)O (centres undefined),-1,18,-1.1,1,13,10,1,-1,8
Cc1ccc(OCC(=O)N2CCN(CC3CC4C=CC3C4)CC2)cc1 (centres undefined),-17,10,0.5,-2,17,10,3,-2,-1
O=C(c1cc(-c2cccnc2)nc2ccc(Cl)cc12)N1CCC2(CC1)OCCO2,12,-1,1.9,-6,23,-10,1,-1,14
CCCCn1nc(C)c(C(=O)O)c1Cl,-21,8,-1.1,-1,0,11,-1,0,-20
Cc1cc(C(=O)C[N+]23CCN(CC2)CC3)c(C)n1-c1ccc(Br)cc1,12,19,1.4,-2,10,20,-5,-3,2
COc1ccc(CN2CCCC(C(=O)c3ccc(Cl)cc3)C2)c(O)c1 (centres undefined),-20,35,-1.1,-6,-3,-5,-1,-4,-39
C=CCn1c(O)c(C(C)=NCC2CCCO2)c(=O)[nH]c1=O (centres undefined),7,12,-1.7,1,2,-10,0,0,10
CCC(C)N1C(=O)NC(=O)C2(Cc3cc(C)ccc3N(C)C2)C1=O (centres undefined),9,6,0.2,-4,16,-8,4,14,15
O=C(CCC(=O)N1C[C@H]2C[C@@H](C1)c1cccc(=O)n1C2)NCc1ccc(F)cc1,2,-2,2.4,-1,-1,18,-1,0,3
COc1ccccc1CN1CCCCC1c1cccnc1 (centres undefined),5,12,-1.5,0,-4,-9,0,-4,9
CN(C)C(=O)Oc1ccc(OC(=O)N(C)C)cc1,-3,22,-1.1,0,9,17,0,1,-2
COCCn1c(O)c(/C=N/NC(=O)CSC(=S)N2CCCC2)c(=O)[nH]c1=S,0,7,1.0,2,-8,19,0,0,16
CN1C(=O)NC(=O)/C(=C/c2ccc([N+](=O)[O-])o2)C1=O,-1,8,1.8,0,10,15,0,3,9
CC(C)CC(NC(=O)C1CCCCC1)C(=O)N1CCC2(CC1)OCCO2 (centres undefined),7,17,-1.5,2,7,-18,-1,-3,8
CCN1C(=O)CC(c2cccnc2)=Nc2ccccc21,-7,9,0.5,-1,-2,11,-1,-2,5
O=c1cccc2n1CC1CC2CN(c2ncnc3c2cnn3-c2ccccc2)C1 (centres undefined),-4,14,0.7,-1,21,0,2,-5,19
CN(C)CCN=Cc1c(O)n(C2CCCCCC2)c(=O)[nH]c1=O,-1,21,0.2,-4,11,-2,-1,-4,2
Cn1c(O)c(/C=N/NC(=O)c2ccncc2)c(=O)n(C)c1=S,10,15,-0.1,1,-11,15,-5,4,1
O=C(NCCN1CCOCC1)c1ccc(Cl)nc1Cl,2,10,-0.3,0,4,10,-7,-2,16
CCOC(=O)c1sc(N=Nc2c(O)[nH]c(=O)[nH]c2=O)c(C(=O)OCC)c1C,-5,-37,2.5,14,-4,14,/,-3,1
O=C1Nc2ccc(Br)cc2C(c2ccc(Cl)cc2)=NC1O (centres undefined),-1,3,-1.1,-5,10,13,0,1,23
O[C@@H]1CCCC[C@H]1N1CCC(c2ccccc2)CC1,2,17,-0.8,0,-19,10,-2,-2,2
CCOP(=O)(OCC)C(O)c1cccc([N+](=O)[O-])c1 (centres undefined),2,1,1.3,1,4,0,0,-3,-4
CCCCOc1ccc(CN2CCN(CCO)CC2)cc1,1,14,1.8,-1,-3,-18,2,-2,-8
CN(C)C(=O)Oc1noc2cc(Cl)ccc12,1,11,2.5,-2,4,15,-2,-3,-3
O=C(O)C(Cc1cnc[nH]1)NS(=O)(=O)c1ccc(Cl)cc1 (centres undefined),-7,1,-1.5,-4,5,-18,0,1,-3
COc1cc(OC)c([C@H]2C=C(C)[C@H]3C[C@@H]2C3(C)C)c(OC)c1,5,12,-0.4,-2,-8,-10,6,-5,-4
CC(c1ccccc1)n1cncc1C(=O)N1CCCC1=O (centres undefined),-3,7,-0.7,-1,9,5,3,-3,2
CCOc1ccc(N2C(=O)CC(=O)NC2=O)cc1,-4,14,0.4,-3,9,28,2,-1,11
COC(=O)C1=Nc2ccccc2/C1=C\c1c(O)n(-c2ccc(OC)cc2)c(=O)[nH]c1=O,8,16,0.0,-3,28,-12,-5,-1,-18
CCCCn1c(O)c(C(CC)=NCc2cc(OC)cc(OC)c2)c(=O)[nH]c1=O,13,14,-0.7,-1,18,5,-3,-2,20
COC(=O)[C@@H]1[C@@H](C(=O)OC)C2(c3ccccc3-c3ccccc32)N(c2ccc(Cl)cc2)N1C#N,21,9,-10,-7,26,101*,3,6,33
c1ccc2c(N3CCNCC3)nsc2c1,-3,-8,0.3,-2,10,53*,1,-1,14
O=C(c1cn(Cc2ccccc2)c2ccccc12)N1CCCCC1,-4,13,1.9,-2,25,12,0,-1,27
N#Cc1ccccc1Cn1cc(C(=O)c2ccccc2F)c2ccccc21,21,9,0.2,0,14,10,-8,0,29
CCCCn1c(NC(=O)c2ccc(Br)o2)c(C(=O)OCC)c2nc3ccccc3nc21,29,23,6.9,62*,24,10,-12,-11,37
CCN[C@@H](C)Cc1cccc(C(F)(F)F)c1,4,5,1.7,-3,6,-6,0,-5,15
O=C(COc1ccccc1)N1CCN(C2CC3CCC2C3)CC1 (centres undefined),-3,4,0.2,1,4,-5,-1,-4,20
C=CCn1cc(C=C2C(=O)NC(=O)NC2=O)c2ccccc21,-2,4,0.6,0,14,17,/,7,18
CS(=O)(=O)c1ccc(C(=O)N2CCC(C(=O)O)(c3ccccc3)CC2)cc1,-12,19,1.4,1,0,-13,-1,-4,-13
O=C(Cn1cc(C=C2C(=O)NC(=O)NC2=O)c2ccccc21)NCC1CCCO1 (centres undefined),-7,25,0.2,-2,-7,20,-2,1,-9
COc1ccc(N2C(=O)/C(=C/c3ccco3)C(=O)NC2=S)cc1,0,21,3.5,1,12,9,11*,-3,23
Cc1ccc(C(C)C)c(OCC(=O)N2CCN(CC(=O)N3CCOCC3)CC2)c1,1,14,0.2,-1,13,-12,4,-2,14
CN1C(=O)C(=Cc2ccccc2OCCOc2ccc([N+](=O)[O-])cc2)C(=O)N(C)C1=O,69*,14,3.5,1,74*,37,-6,-4,50*
C[n+]1c(-c2ccccc2)sc2ccccc21,16,24,-1.0,-2,34,-9,1,-3,18
CCC(C)(C)n1nnnc1CN1CCC(n2c(C)nc3cc(C(F)(F)F)ccc32)CC1,12,10,0.4,-1,18,10,0,-1,22
CCOP(=O)(OCC)C(O)c1ccc(OC)cc1OC (centres undefined),-14,6,-1.6,-1,3,19,2,0,7
O=C1CC[C@@]2(O)[C@H]3Cc4ccc(O)c5c4[C@@]2(CCN3CC2CC2)[C@H]1O5,6,16,-2.3,-5,-9,12,0,-3,22
S=P(Nn1cnnc1)(c1ccccc1)c1ccccc1,13,23,-1.2,-2,10,2,-3,-3,16
O=C(Cn1c(=S)[nH]c2ccccc2c1=O)N1CCC2(CC1)OCCO2,7,-4,-1.3,2,3,-2,0,-2,9
O=c1[nH]c(=O)n(Cc2ccc(F)cc2)c(O)c1C=NCCCN1CCOCC1,1,21,-2.2,-4,-6,14,-2,-3,-1
CC(C)C/C(=N/O)c1c[nH]c2ccccc12,30,24,1.5,-2,13,-8,0,-1,10
CC[N+]12CCC(CC1)C(=C(c1ccccc1)c1ccccc1)C2,-4,6,-1.3,-1,13,-12,-1,2,4
CCOC(=O)c1c(C)n(Cc2ccccc2)c2ccc(OCC(O)CN3C(=O)CNC3=O)cc12 (centres undefined),15,10,0.6,-3,12,27,-55,-1,21
O=C1CC(=O)N(Cc2ccccc2)C(=S)N1,8,5,-0.7,-2,-4,13,-1,-5,-6
COc1ccc(/C=C2\C(=O)NC(=O)N(CCC3=CCCCC3)C2=O)c(OC)c1,-14,11,-0.8,1,12,26,-3,2,12
Cn1cccc1C1CCCN1CC(=O)Nc1ccc(C#N)c(Cl)c1 (centres undefined),5,22,-1.3,-4,11,8,2,-8,13
COc1ccc(C2(C#N)CCN(C)CC2)cc1,4,-15,2.6,-1,4,-7,-9,-5,12

# Reformatted: 4 of the compounds above.
# Each structure is followed by: TIM10 inh | NLRP3 yeast inh | UPR CHOP act | UPR XBP1 act | tim23-1 inh | Mdm2 MdmX PPI | NR3A LBD binder | APJ ag | tim10-1 inh
CC[N+]12CCC(CC1)C(=C(c1ccccc1)c1ccccc1)C2
  -4 | 6 | -1.3 | -1 | 13 | -12 | -1 | 2 | 4
CCOC(=O)c1c(C)n(Cc2ccccc2)c2ccc(OCC(O)CN3C(=O)CNC3=O)cc12 (centres undefined)
  15 | 10 | 0.6 | -3 | 12 | 27 | -55 | -1 | 21
O=C1CC(=O)N(Cc2ccccc2)C(=S)N1
  8 | 5 | -0.7 | -2 | -4 | 13 | -1 | -5 | -6
COc1ccc(/C=C2\C(=O)NC(=O)N(CCC3=CCCCC3)C2=O)c(OC)c1
  -14 | 11 | -0.8 | 1 | 12 | 26 | -3 | 2 | 12

# Next section
SMILES,TIM10 inh,NLRP3 yeast inh,UPR CHOP act,UPR XBP1 act,tim23-1 inh,Mdm2 MdmX PPI,NR3A LBD binder,APJ ag,tim10-1 inh
O=c1[nH]c(=S)n(-c2ccccc2)c(O)c1C=NCc1ccccn1,23,-1,2.1,5,15,6,-1,1,16
CC(=O)OC1C2CCCC1C(N1CCCC1)CC2 (centres undefined),5&-6,-1&14,-1.8&0.6,0&-2,7&6,4&9,8&2,-2&0,-10&-2
COc1ccc(CNC(=O)CCC(=O)N2C[C@H]3C[C@H](C2)c2cccc(=O)n2C3)cc1OC,-5,-3,-1.4,0,-3,-24,0,-1,-25
C[C@H]1C(=O)O[C@@H]2CCN3CC=C(COC(=O)[C@](C)(O)[C@]1(C)O)[C@H]23,4,9,-1.6,-4,4,13,1,6,16
C[C@]12CCC3C(CC[C@H]4C[C@@H](O)CC[C@]34C)C1CC[C@@H]2O (some centres undefined),-1,64*,0.3,-2,22,1,-1,-1,-26
COC(=O)C1=C(c2cccc(C#N)c2)C[C@@H]2CC[C@H]1N2C(=O)NCCc1ccccc1,-9,17,2.1,-4,3,-5,1,-2,13
Cc1nn(Cc2ccccc2)c(C)c1C(=O)NC1CCCc2ccccc21 (centres undefined),25,-1,1.3,-2,18,13,4,-2,26
CCOC(=O)c1c(/N=C/c2c(O)n(-c3cccc(C)c3)c(=O)[nH]c2=O)sc2c1CCCC2,22,1,4.4,2,10,-6,24*,-2,20
O=C(COc1ccc(Cl)cc1)N(c1ccccc1Cl)C1CN2CCC1CC2 (centres undefined),6,13,-0.6,-1,-4,45,1,-4,-7

# The list is partial; count on the stated rates, not on these rows.
